# Screens deposited in PubChem BioAssay by National Center for Advancing Translational Sciences (NCATS).
# PI4K2A block – blocks human PI4K2A kinase activity. Q9BTU6. purified PI4K2A, ADP-Glo luminescence, 1 h; hits give low values. activity change, negative = inhibition, % at 76.9 µM. 420,000 compounds, 0.13% hits. AID 1346378; in the data active means activity change below about -50%; inconclusive means mostly about -30% to -49%;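 further: -100% = wells without enzyme as full effect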
# Target sequence (Q9BTU6 whole entry, looked up): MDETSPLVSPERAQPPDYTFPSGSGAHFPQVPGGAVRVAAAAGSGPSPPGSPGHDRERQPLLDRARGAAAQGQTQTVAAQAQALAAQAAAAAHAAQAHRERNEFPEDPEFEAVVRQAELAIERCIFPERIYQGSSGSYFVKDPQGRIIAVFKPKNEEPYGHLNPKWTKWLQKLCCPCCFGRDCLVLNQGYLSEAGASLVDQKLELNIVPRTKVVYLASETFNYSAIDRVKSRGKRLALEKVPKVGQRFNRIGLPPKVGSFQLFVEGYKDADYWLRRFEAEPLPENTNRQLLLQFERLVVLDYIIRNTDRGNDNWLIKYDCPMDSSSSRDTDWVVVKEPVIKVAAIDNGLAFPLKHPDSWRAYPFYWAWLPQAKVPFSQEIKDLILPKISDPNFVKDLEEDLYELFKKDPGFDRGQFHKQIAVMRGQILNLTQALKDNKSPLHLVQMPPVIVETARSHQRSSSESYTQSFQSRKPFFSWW
#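 PI4K2A activity was measured by ADP-Glo luminescence: enzyme (4 ug/mL stock) and phosphatidylinositol (1.2 mM stock) in Tris pH 7.5/MgCl2/EGTA/Triton X-100 buffer were reacted with ATP (300 microM stock) for one hour at ambient temperature.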
# D2 agonist – D2 dopamine receptor (human) agonism; 340,000 compounds, 0.53% hits; HEK293 T-REx D2 cells, calcium flux agonist mode; activation, % at 2 µM; P14416;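 active means activation over 3 SD above normal in the single-dose calcium agonist read, cut at about 30% in these data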; further: 0% is about no effect
#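 Agonism scored from kinetic calcium signal (1 read/sec, 180 s) following compound pin transfer, after a 10 s baseline. Cells: HEK293 Trex line expressing inducible D2 receptor coupled to calcium, dye-loaded after overnight culture at 30 C.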
# D2 antagonist – antagonizes the human D2 dopamine receptor | inhibition, % at 10 µM | HEK293 TREx D2 cells, calcium flux, dopamine EC80 | 340,000 compounds, 2% hits | P14416; in the data active means inhibition above about 30%; further: 0% is about no effect
#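 Tetracycline-induced HEK293 T-REx cells expressing D2 force-coupled to calcium signalling were dye-loaded, exposed to compound for 180 s, then challenged with an EC80 of dopamine; calcium flux was followed kinetically for a further 180 s.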
# rTrxR1 inhibitor – inhibitors of rat thioredoxin reductase 1; O89049; recombinant rTrxR1, NADPH fluorescence consumption, selenite substrate; Potency, µM (top dose mostly 114 µM), for inactives: top-dose activity change, negative = inhibition, hits mostly inhibitors; 390,000 compounds, 1% hits; AID 588453; further: potency means the concentration at half of the fitted maximal effect; on the % scale 0 is the no-effect control and ±100 the full control effect; nearly all actives have a fitted effect of over 65% in size
# Target sequence (O89049 whole entry, looked up): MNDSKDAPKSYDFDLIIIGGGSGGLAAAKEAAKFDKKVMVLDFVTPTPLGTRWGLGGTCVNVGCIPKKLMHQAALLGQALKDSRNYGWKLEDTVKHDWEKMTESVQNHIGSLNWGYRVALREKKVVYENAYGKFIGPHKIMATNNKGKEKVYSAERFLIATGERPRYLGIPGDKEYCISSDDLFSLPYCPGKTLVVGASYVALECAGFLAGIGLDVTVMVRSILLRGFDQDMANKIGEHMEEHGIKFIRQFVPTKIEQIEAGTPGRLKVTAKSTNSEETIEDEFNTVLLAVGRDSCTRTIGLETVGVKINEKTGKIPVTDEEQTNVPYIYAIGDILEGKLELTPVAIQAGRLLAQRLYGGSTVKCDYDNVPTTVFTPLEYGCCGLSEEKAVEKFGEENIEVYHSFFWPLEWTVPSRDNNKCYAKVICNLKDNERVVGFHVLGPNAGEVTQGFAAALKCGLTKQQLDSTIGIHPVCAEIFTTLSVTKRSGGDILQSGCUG
#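 Rat TrxR1 (90 nM in the dispensed reagent) was pre-reduced with 400 uM NADPH for 5 min at room temperature, then incubated with compound for 15 min. After 400 uM selenite was added, NADPH fluorescence (Ex 340/Em 450 nm) was followed for 8 min.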
# IDH1 R132H inh – blocks human mutant IDH1 R132H enzyme. O75874. IDH1-R132H enzyme, NADPH consumption, diaphorase/resazurin fluorescence. Potency, µM (titrated, usually from 76.6 µM), for the others: at the highest dose activity change, negative = inhibition, usual class: inhibitors. 390,000 compounds, 0.093% hits; further: potency means the concentration at half of the fitted maximal effect; on the % scale 0 is the no-effect control and ±100 the full control effect; nearly all actives have a fitted effect of over 65% in size
#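 IDH1-R132H (0.5 ug/mL dispensed) in pH 7.5 Tris buffer was preincubated 30 min with compound, then given a substrate mix of 0.016 mM NADPH and 2 mM alpha-KG for 80 min at room temperature; remaining NADPH was read by diaphorase/resazurin fluorescence.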
# USP1 inh – blocks the human USP1/UAF1 deubiquitinase complex. O94782. recombinant USP1/UAF1, Ub-Rhodamine cleavage fluorescence. Potency, µM (titrated, usually from 57.1 µM), for inactives: at the top dose activity change, negative = inhibition, actives largely listed as inhibitors. 390,000 compounds, 0.23% hits; further: potency means the concentration at half of the fitted maximal effect; on the % scale 0 is the no-effect control and ±100 the full control effect; nearly all actives have a fitted effect of over 60% in size; inactives centre near -12
#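 1 nM enzyme complex + cpd, 15 min RT; start with Ub-Rho 150nM final; kinetic fluorescence ex 480/em 540, 6 reads q60 s. Buffer 50mM HEPES pH 7.8, 0.5mM EDTA, 0.1 mg/ml BSA, 1mM TCEP, 0.01% Tween-20.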
# TRHR ag – agonists of human TRH receptor; P34981; TRHR cells, calcium flux fluo-8, FDSS agonist mode; activation, % at 2 µM; 360,000 compounds, 0.18% hits; AID 493084; in the data active means activation above about 30%; further: 0% is about no effect
#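 Steps: seed TRHR cells overnight; add fluo-8 no-wash Ca dye, RT 30 min–1.5 h; record 10 s baseline; pin-transfer compounds; monitor fluorescence 1 cycle/s for the agonist window. Calcium increases flag candidate agonists.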
# TrxR1 substrate – substrates of rat thioredoxin reductase 1 | AID 588456 | purified TrxR1 substrate turnover, NADPH consumption readout | 390,000 compounds, 0.01% hits | Potency, µM (titrated, usually from 114 µM), inactives show at the highest dose activity change, negative = substrate turnover; further: potency means the concentration at half of the fitted maximal effect; on the % scale 0 is the no-effect control and ±100 the full control effect; nearly all actives have a fitted effect of over 50% in size
#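 Rat TrxR1, dispensed at 90 nM, was prereduced with 400 uM NADPH (final) for 5 min at ~22 deg C, then incubated with compound 15 min before 400 uM selenite. A first-read NADPH fluorescence drop versus no-compound background flagged substrates.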
# TRHR enhancer – allosteric enhancers of human TRH receptor | 360,000 compounds, 0.66% hits | TRHR cells, fluo-8 calcium fluorescence, EC20 TRH enhancement | enhancement, % at 2 µM; in the data active means enhancement above about 30%; further: 0% is about no effect
#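 Enhancer read-out: after compound pinning and an initial kinetic agonist-mode read, an EC20 of TRH (10 nM final) was injected and fluo-8 calcium signal (Ex 480/Em 530) followed at 1 s/cycle for 100 cycles in TRHR-expressing cells.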
# The depositor's hits bear a star; ? = inconclusive; / = no result given; & = joins results of further samples; [ ] = dose if it differs, or a comment. Unless noted, the call rests on the fitted dose curve; in most records, active means well fitted inhibition curve with a large enough effect; inconclusive means small, poorly fitted or top-dose-only effect; inactive means no such curve, though single readings can be large or run the other way.
SMILES,PI4K2A block,D2 agonist,D2 antagonist,rTrxR1 inhibitor,IDH1 R132H inh,USP1 inh,TRHR ag,TrxR1 substrate,TRHR enhancer
N=C(N)SCc1nc2ccccc2c(=O)n1-c1ccccc1,0&-9,0.7,-6,?,-1%&3%,-15%&-12%,-0.4&-0.1,-2%,-9&8
Cc1nn(CC(=O)OCC(=O)NCCc2ccc(S(N)(=O)=O)cc2)c(C)c1[N+](=O)[O-],-4,0.8,-6,3%,1%,-2%,0.2,0%,-3
C/C(CC(=O)Nc1ccc2c(c1)OCCO2)=N\NC(=O)COc1ccc(Cl)c(C)c1,5,0.2,16,-3%,-2%,-26%,0.1,3%,2
Cc1nc(CNC(=O)c2ccccc2OC2CCN(S(C)(=O)=O)CC2)cs1,-6,12,-19,22%,2%,-24%,1.0,4%,-3
CCn1nnc2cc(C(=O)Nc3ccc(Cl)cc3C)ccc21,1,/,/,3%[57.1 µM],-1%,-22%,-0.8,-2%[57.1 µM],-2
OC(COCc1ccccc1)Cn1cnc2ccccc21 (configuration not stated),4,0.5,14,19%,2%,-1%,0.3,-1%,3
Cc1onc(-c2ccccc2)c1C(=O)NNC(=S)NC(=O)/C=C/c1ccccc1,-2,31*,-16,6%,2%,-5%,5.5,6%,14
CN(C)C(=O)c1cccn1-c1ncc(C(F)(F)F)cc1Cl,5,1.0,7,2%,1%,-20%,0.4,2%,-2
CC1CC(C(F)F)n2nc(C(=O)O)cc2N1 (configuration not stated),-1,-0.4,14,-9%,-1%,-7%,-0.1,-10%,5
Cc1ccc(Cn2c(CNC(=O)CCc3ccccc3)nc3cccnc32)cc1,1,-0.2,/,21%[57.1 µM],16%,-25%,-0.5,0%[57.1 µM],-4
CCCOc1cccc(NC(=O)c2c(-c3ccccc3)noc2C)c1,5,-0.3,-8,-2%,-5%,-22%,0.5,-11%,-4
C=C(C)Cn1c(=O)c2c(nc3n2CCN3c2ccc(F)cc2)n(C)c1=O,-2,-1.5,/,-20%,-6%,3%,-0.1,-2%,-3
Cc1cccc(N2CCN(C(=O)Cc3ccc(Br)cc3)CC2)c1C,-8,-0.5,-19,13%[57.1 µM],7%,?,-0.2,-8%[57.1 µM],6
Cc1ccc(Cl)cc1N1CCN(S(=O)(=O)c2c(C)[nH]c(=O)[nH]c2=O)CC1,0,0.4,7,-6%,5%,-21%,0.6,-6%,-4
CCS(=O)(=O)N1CCC(C(=O)Oc2ccccc2Br)CC1,4,-0.2,-1,9%[57.1 µM],2%,-7%,-0.7,6%[57.1 µM],2
Cc1nnc(SCc2cc(=O)n3cccc(C)c3n2)s1,-2,0.3,/,9%[57.1 µM],13%,-15%,0.0,0%[57.1 µM],6
CC(C)(C)c1cc(C(C)(C)C)c2oc(=O)c(-c3nc4ccccc4[nH]3)cc2c1,0,/,/,-3%[57.1 µM],-21%,?,1.1,-7%[57.1 µM],6
NC(=O)CC(NC(=O)Cc1ccc(Br)cc1)c1ccc(N2CCC(Br)CC2)c([N+](=O)[O-])c1 (configuration not stated),4,0.9,-4,17%[57.1 µM],4%,-22%,0.0,11%[57.1 µM],52*
CSc1nc(-c2ccccc2)nc(C(Cl)Cl)n1,1,0.6,-16,-6%,6%,-23%,0.2,-4%,0
Cn1c(=O)c2[nH]c(-c3ccccc3)c(O)c2n(C)c1=O,4,5.2,11,?,1%,-2%,9.9,-14%,6
NS(=O)(=O)c1cccc(NC(=O)CSc2nc3ccccc3c(=O)n2Cc2ccco2)c1,-7,/,/,-14%[2.29 µM],-8%,-12%,/,-4%[2.29 µM],/
Cc1c(C(=O)N2CCCCCC2)c(S(=O)(=O)Nc2ccccc2F)c(C)n1C,-3,-0.5,21,24%,1%,-22%,-0.3,9%,13
Cc1cccc(NC(=O)C2CCN(S(=O)(=O)c3c(C)noc3/C=C/c3ccco3)CC2)c1,-13,1.1,/,-7%,0%,-17%,0.4,-2%,-6
CCCCCCCC1CC(CSC(=N)N)OC1=O (configuration not stated),-1,3.1,3,3%,-3%,-2%,0.5,-7%,-2
CCOC(=O)c1c(NC=O)sc2c1CCC2,0,0.0,-6,3%,4%,-17%,-0.7,5%,2
O=C(NC(=S)Nc1cccc2c(O)cccc12)c1ccccc1[N+](=O)[O-],1,-0.3,0,2%,7%,-20%,-0.2,-1%,50*
COC(=O)CN1C(=O)N/C(=C/c2ccc(OC)c(C)c2OC)C1=O,5,-0.6,5,-5%[57.1 µM],-8%,?,-1.8,-12%[57.1 µM],-8
COCCCN1CN=C(Nc2nc3ccccc3o2)NC1,-13,1.6,-6,27%[57.1 µM],0%,-12%,0.0,11%[57.1 µM],1
CCOC(=O)c1c(NC(=O)Cc2coc3ccc(CC)cc23)sc2c1CCC2,-1,0.9,/,3%,2%,-30%,1.0,6%,-3
COc1ccc(N2CCN(C(=O)C3CCCN(S(=O)(=O)c4ccc(C)cc4)C3)CC2)cc1 (configuration not stated),0,-0.2,20,13%[57.1 µM],1%,-17%,0.1,-1%[57.1 µM],5
CNC(=S)N1CCc2sccc2C1C (configuration not stated),-4,/,/,5%[57.1 µM],10%,-14%,-0.4,4%[57.1 µM],1
Clc1ccc2c(c1)-c1nnc(Br)n1-c1ccccc1S2,-1,0.9,-13,12%,2%,-17%,-0.3,1%,-5
Cc1[nH]nc2c1C1(CCN(C(=O)c3ccccc3)CC1)C(C#N)=C(N)O2,-5,0.3,-2,-11%,0%,-7%,0.3,-6%,4
OC(CN1C2=NCCCN2c2ccccc21)c1ccc(Cl)cc1 (configuration not stated),-2,0.3,-2,0%,1%,-12%,0.3,-8%,12
Cc1ccc(-c2cccc(OC(=O)c3ccccc3F)c2)cc1,0,/,/,2%,7%,-19%,/,-2%,/
CN(CCCNC(=O)c1cccc(N2CCCC2=O)c1)c1ccccc1,15,0.3,-12,-12%,10%,-19%,-0.8,-5%,-5
CC(OC(=O)Cc1n[nH]c(=O)c2ccccc12)C(=O)Nc1ccc(Cl)cn1 (configuration not stated),-5,-0.4,-9,-2%,6%,-6%,-1.3,-7%,-2
CC(C)(C)n1cnnc1Sc1ccc([N+](=O)[O-])cn1,0,-1.6,-22,8%,4%,7%,0.9,-5%,21
Cc1nn(C)c(Oc2ccccc2)c1CCNC(=O)CCl,1,0.0,12,-6%,-5%,-18%,0.2,3%,-4
CC1CC(C)CN(S(=O)(=O)c2ccc3c(c2)NC(=O)C(C)C(=O)N3)C1 (configuration not stated),0,-0.4,-6,12%[57.1 µM],5%,-18%,0.3,12%[57.1 µM],4
COCCn1c(SCC(=O)Nc2ccccc2OC)nc2c(oc3ccccc32)c1=O,4,-1.1,1,15%,-7%,4%,0.6,0%,2
CCN(C(=O)COC(=O)/C(=C/c1ccccc1)n1nnnc1C)C1CCCCC1,-6,-0.3,11,?,7%,-18%,-0.2,-10%,-4
CC(=O)c1csc(-c2ccccc2)n1,1,-0.2,1,14%,-2%,-1%,-0.3,-2%,6
O=C(/C=C/c1ccc(F)cc1)NC(=S)Nc1ccccc1,1,/,/,9%,-10%,-18%,0.6,-5%[57.1 µM],-5
CC(C)(C)OC(=O)N1CCN(c2ccc(NC(=O)c3ccco3)cc2)CC1,5,0.0,-5,24%[57.1 µM],2%,-16%,-0.3,8%[57.1 µM],1
O=C(CSc1ccc(-c2ccccc2)nn1)c1cccs1,3,1.3,0,31%[57.1 µM],13%,-3%,-1.0,-12%[57.1 µM],-8
CCNC(=O)Nc1ccc(-n2nc(C)c(C(=O)OCC)c2C)nc1,5,-1.0,45*,29%,11%,-15%,0.4,16%,5
CCOC(=O)c1cc(-c2ccccc2)n(CCC(=O)Nc2ccc(C)cc2Cl)c1C,-1,-0.6,/,-4%[57.1 µM],8%,0%,0.6,3%[57.1 µM],-4
NC(=O)NC(=O)CN1C(=O)NC2(CCOc3ccccc32)C1=O (configuration not stated),-1,-0.5,-11,18%[0.457 µM],5%,-30%,-0.1,2%,-4
O=C(Nc1nnc(C2=COCCO2)o1)c1cccc([N+](=O)[O-])c1,3,1.5,-4,-11%,8%,2%,0.2,-12%,-17
Cc1nc2ccc(Br)cn2c1C(=O)N/N=C\c1ccccc1Cl,3,0.5,-3,27%,1%,-22%,-0.1,0%[11.4 µM],2
COc1cc(C=O)ccc1OCC(=O)Nc1ccccc1N1CCOCC1,-6,0.4,7,11%,0%,-19%,0.7,2%,14
COc1cccc(C2=NOC(C(=O)Nc3cc(C)on3)C2)c1OC (configuration not stated),-3,-1.3,11,18%[57.1 µM],-4%,-6%,-0.3,7%[57.1 µM],5
